Cneo AK release: Cryptococcus neoformans cell lysis inducers, primary screen, AK release luminescence, single concentration; C. neoformans lysis, adenylate kinase release luminescence, 4 h; normalised: neutral wells 0, clomiphene wells 100; lysis activity, % at 15 µM; 360,000 tested, 0.2% active; AID 651654, 2012;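 active means mean lysis activity across replicates of at least 80%, whatever share of replicates individually reach that level; inactive means mean lysis activity below 80%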
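Material: C. neoformans cells | Amount: Yeast cell density of 5 × 10^6 cells/mL | Medium: Fresh YPD growth medium | Dosing: Single dose | Times: Static 4 h at 37 °C with compound, 1 h detection | Detection: AK luminescence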
PglD inh: C. jejuni PglD acetyltransferase inhibitors, primary screen, biochemical, DTNB colorimetric, single point; 360,000 tested, 0.098% active; purified PglD enzyme, DTNB colorimetric CoA detection; inhibition, % at 12.5 µM; UDP-N-acetylbacillosamine N-acetyltransferase PglD (Campylobacter jejuni); in the data active means inhibition above about 16%, passing the limit was not always enough; further: strong numbers were not always called active
GSIS activator: GLuc luminescence reporter in INS-1E cells, primary screen for activators of glucose-dependent secretion of insulin. INS-1E GLuc reporter insulin secretion, 2-3 h. activation, % at 16.6 µM. 370,000 tested, 0.61% active. AID 743287, 2014;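 active means lowest replicate activation of at least 40%, so every replicate reaches that level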;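 further: 0% = median of neutral control wells and 100% = median of IBMX positive control wells; some compounds called inactive have numbers as strong as hits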
C2C12 statin: suppressors of statin myotoxicity in C2C12 myotubes, primary screen, cell-based, single point, plate reader | C2C12 myotubes + simvastatin, ATP luminescence, 48 h; scaled: DMSO 0, geranylgeraniol control 100 | rescue of ATP level, % at 7.49 µM | AID 602340, 2012 | 330,000 tested, 0.78% active;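 active means mean ATP rescue above about 67%, or every replicate alone reaching that limit, limit read from the data, passing the limit was not always enough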;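 further: myotubes were challenged with 10 µM simvastatin during compound exposure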
PGC1a acetyl inh: inhibitors of PGC1a acetylation signal, primary screen, cell-based, U2OS, AlphaScreen, inhibitor mode | AlphaScreen anti-acetyl-lysine; with virally co-expressed GCN5 acetyltransferase | inhibition, % at 15.6 µM | 350,000 tested, 0.17% active;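 active means every replicate shows inhibition of at least 40%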;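 further: 0% = neutral control wells and 100% = positive control wells; some results beyond the cut were filed as inactive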
miR122 inh: miR-122 Renilla sensor signal increase in Huh7, primary screen, miR-122 inhibitor project, cell-based, single point, plate reader | Huh7 miR-122 Renilla luciferase sensor, 48 h; neutral wells = 0, positive control = 100 | AID 602342, 2012 | 340,000 tested, 0.3% active | activation (reporter increase), % at 12.5 µM;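 active means mean replicate activation score at least 90 and every replicate individually at or above 90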;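 further: higher luciferase means less miR-122 activity so hits act as miR-122 inhibitors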
F508del corr: F508del CFTR correction, initial screen, CFBE line, single point | activity (quench increase), % at 7.58 µM | CFBE cells, YFP halide quenching; stimulated with forskolin plus potentiator P3; % fluorescence drop versus neutral controls | 350,000 tested, 0.36% active;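 active means mean added fluorescence quench of at least 8% versus neutral control, with both replicates also reaching 8%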;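 further: cells transiently co-express mutant CFTR-F508del with the halide-sensitive YFP; corrector assay measuring rescue of mutant channel to the surface after 24 h compound exposure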
FN deposition inh: inhibitors of fibronectin matrix deposition, primary screen, AH1F cells, Alexa488-fibronectin fluorescence, plate reader. AH1F fibroblasts, overnight. AID 743247, 2014. inhibition, % at 12.6 µM. 350,000 tested, 0.086% active;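 active means mean inhibition across replicates of 30% or more, regardless of how many single replicates reach that level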;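 further: positive control wells lacked labelled fibronectin entirely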
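Assay system: AH1F fibroblast monolayer, labelled fibronectin deposition. Amount: 10000 cells per well. Also added: labelled fibronectin 24 nM. Compound: single-point pinned compound. Incubation: cell attachment 1 h, compound and FN exposure overnight. Detection: fluorescence after three HBSS washes, excitation 485 nm, emission 525 nm. Read-out: inhibition of fibronectin deposition signal.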
An asterisk follows results filed as active; · = no result given; [ ] = remark or other dose.

SMILES	Cneo AK release	PglD inh	GSIS activator	C2C12 statin	PGC1a acetyl inh	miR122 inh	F508del corr	FN deposition inh
CC1CC(C)CN(S(=O)(=O)N2CCCC(C(=O)NC3CCCCC3)C2)C1 (stereo not drawn)	-2.7	-5.1	13.0	-12.7	·	·	-2.3	-18.2
CCOc1ccc(OCCC(=O)N2CCc3cc(OC)c(OC)cc3C2)cc1	-8.1	3.3	-1.6	23.3	·	·	0.6	-3.9
COCOCCn1cc(CN2CCS(=O)(=O)N(Cc3ccc(-c4cccc(CO)c4)cc3)C(CC(C)C)C2=O)nn1 (stereo not drawn)	1.0	3.0	-3.3	-1.4	-7.1	-3.0	-0.1	-0.9
C[C@@H]1CCCCO[C@@H](CN(C)C(=O)Nc2ccccc2)[C@H](C)CN([C@@H](C)CO)C(=O)c2cc(NS(C)(=O)=O)ccc2O1	1.7	-1.4	-7.2	·	-1.2	1.0[16.7 µM]	-2.6	3.0
CCOC(=O)N(C)C[C@H]1OCc2cn(nn2)CCCC(=O)N([C@@H](C)CO)C[C@H]1C	-16.5	2.2	23.6	4.8	-2.8	-1.7[16.7 µM]	0.3	-5.5
CC1(C)CC(O)CC(C)(C)N1CC(O)COCCOc1ccc(Br)cc1 (stereo not drawn)	-0.3	5.2	·	0.4	7.6	-0.8	·	-5.6
NS(=O)(=O)c1cccc(NC(=S)NCc2ccc3c(c2)OCO3)c1	-0.4	-1.4	7.7	-2.4	-1.1	-4.8	-2.5	-13.6
Cc1ccc(OCc2ccc(C(=O)Nc3cc(C)on3)o2)c([N+](=O)[O-])c1	0.1	-0.6	20.1	3.1	4.3	-4.0	-1.3	·
CCNC(=O)C[C@@H]1CC[C@@H]2[C@H](COc3ccc(NC(=O)Nc4ccccc4C)cc3C(=O)N2C)O1	-0.1	-4.0	7.5	9.3	10.2	-7.2[16.7 µM]	1.2	-7.4
CCc1ccccc1NC(=O)CCC(=O)c1cccs1	-0.4	7.5	2.5	·	-0.6	-1.3	0.9	-4.9
OC1CCCN(Cc2ccc3ccc4cccc5ccc2c3c45)C1 (stereo not drawn)	-0.9	-3.5	·	25.4	2.9	·	·	·
COc1ccc(NC(=O)Nc2ccc3c(c2)CC(=O)N([C@@H](C)CO)C[C@@H](C)[C@H](CN(C)Cc2ccc(-c4ccccc4)cc2)O3)cc1	2.8	0.9	-1.6	32.7	-12.7	-4.5[16.7 µM]	-3.7	·
COc1cc(C(=S)N2CCCC2)cc(Cl)c1OCC(=O)Nc1ccc(C)cc1C	-0.6	-1.3	22.2	·	-1.0	0.9	·	-3.0
CC(=O)n1cc(/C=C2/N=C(c3ccccc3)OC2=O)c2ccccc21	-5.0	2.7	-1.5	-0.5	2.1	2.1	·	-5.2
CCN(C(N)=S)c1ccccc1	-1.3	3.2	17.2	-12.7	-7.8	9.0	·	·
COc1ccc(Cn2nnc3ccccc32)cc1	-1.5	-2.5	-37.7	-4.4	·	·	0.6	-0.5
CCc1nc2ccc(C(=O)N3CCCCC3)cn2c1N(C)CCCc1ccccc1	7.5	-9.4	-17.2	10.5	1.5	-4.9	0.2	·
CCC(=O)N(C)C[C@@H]1Oc2ncc(/C=C/c3ccccc3)cc2C(=O)N([C@H](C)CO)C[C@@H]1C	3.8	-1.0	2.1	18.8	12.1	11.2[16.7 µM]	2.3	3.5
COCCNC(=O)C[C@@H]1CC[C@@H]2[C@@H](COc3ccc(NC(=O)Nc4cccc(F)c4)cc3C(=O)N2C)O1	-3.8	3.9	11.2	-3.5	-3.2	25.6[16.7 µM]	1.5	6.0
CCOc1cc(/C=N/NC(=O)COc2ccc(Cl)cc2)ccc1OS(=O)(=O)c1ccccc1	1.9	-8.1	·	-10.8	-19.4	34.9	·	-0.6
CCCNC(=O)Nc1ccc2c(c1)C(=O)N(C)C[C@H](OC)[C@@H](C)CN(C(C)=O)[C@@H](C)CO2	·	·	-0.5	·	-8.9	·	-0.7	-3.9
C[C@@H]1CN([C@@H](C)CO)C(=O)c2cc(/C=C/c3ccccc3)cnc2O[C@@H]1CN(C)C(=O)c1cccnc1	-5.0	-6.7	-12.3	-29.4	7.1	-1.0[16.7 µM]	-2.8	·
Cc1cc(C)nc(NS(=O)(=O)c2ccc(Br)s2)c1	1.4	·	9.5	19.3	15.6	-26.0	4.4	8.8
COc1cccc(C(=O)CSc2nnnn2C)c1	-1.9	1.1	·	6.1	-7.6	8.0	·	2.0
COC(=O)C1=C(C)N(CCCC(=O)O)C(=O)NC1c1ccc([N+](=O)[O-])cc1 (stereo not drawn)	5.5	3.9	-8.0	4.0	·	·	-1.9	3.1

Continued:
SMILES	Cneo AK release	PglD inh	GSIS activator	C2C12 statin	PGC1a acetyl inh	miR122 inh	F508del corr	FN deposition inh
CCCCN(CC)C(=O)c1oc2ccc(S(=O)(=O)N3CCCC3)cc2c1C	-1.1	-0.3	4.7	-31.2	·	3.0	-1.7	11.8
C[C@H](CO)N1C[C@H](C)[C@@H](CN(C)C(=O)Cc2ccncc2)Oc2cc(C#CC3(O)CCCC3)ccc2S1(=O)=O	·	·	11.4	0.7	13.1	·	-1.1	-3.8
COc1ccccc1N1C(=O)CC(N2CCc3ccccc32)C1=O (stereo not drawn)	-2.6	-0.7	·	-2.1	-1.7	2.7	·	-0.3
COc1ccc(N(C(=O)/C=C/c2ccccc2)C2=CC3CCC(C2)N3C)cc1 (stereo not drawn)	0.6	1.7	9.1	-40.9	-3.6	-2.2	5.8	14.9
COC(=O)c1sccc1NC(=O)Nc1cccc(OC)c1	-0.7	-2.7	·	-2.6	12.0	1.3	3.6	-4.0
COc1ccc(-n2cnc3scc(-c4ccc(OC)c(OC)c4)c3c2=O)cc1	-0.6	-1.9	-4.5	-17.0	-2.4	-9.8	-1.1	-3.6
O=C(c1ccc(OC2CCN(C/C=C/c3ccc(F)cc3)CC2)cc1)N1CCCCC1	3.8	-5.9	5.2	·	-0.6	-8.0	1.6	-5.1
CO[C@@H]1CN(C)C(=O)c2ccc(NC(C)=O)cc2OC[C@H](C)N(Cc2nccs2)C[C@H]1C	0.9	0.6	-2.2	-2.2	-12.3	-4.3[16.7 µM]	-2.3	1.3
Cc1ccc(NC(=O)COCC(=O)Nc2ccc(C)cc2)cc1	-4.1	5.3	6.2	-11.9	13.1	8.2	-0.3	-0.7
N#CC1=C(SCc2ccccc2)NC(=O)CC1c1ccccc1 (stereo not drawn)	-1.4	-1.3	·	·	-13.3	5.0	·	·
Cc1c(C(C)(C)C)c(C=S)n2ccccc12	1.5	0.2	·	5.0	-0.2	-4.6	·	1.5
CC1=NN(c2ccccc2)C(=O)C1=C(C)C	-0.8	-4.8	5.9	4.7	-2.1	-2.3	-1.3	·
CSc1ccc(Cn2c(C)c(C(=O)NCc3cccc(C)c3)sc2=O)cc1	-0.9	-4.5	-14.0	19.4	·	·	-1.9	4.8
Cc1ccc(OCC(=O)NC2=NCCS2)cc1	-10.2	-1.7	·	·	9.0	-6.6	·	·
CCCC(=O)Nc1ccc2c(c1)OC[C@H](C)N(C(=O)c1ccccc1F)C[C@H](C)[C@@H](OC)CN(C)C2=O	·	·	1.9	·	-0.9	·	-3.0	-3.5
CCOC(=O)C1CCN(Cc2ccccc2C)CC1	-1.9	0.7	-4.5	7.9	-25.0	-4.3	0.6	·
COc1ccc(CC(=O)Nc2c3c(nn2-c2cccc(C)c2C)CS(=O)C3)cc1OC (stereo not drawn)	0.1	-19.2	6.3	·	-12.8	-0.2	·	·
Cc1sc2nc(SCC(=O)NCCOCCO)n(C)c(=O)c2c1C	0.6	2.1	·	12.5	-11.1	1.7	·	7.3
CC1CCN(C(=O)C2CCN(S(=O)(=O)c3ccc4c(c3)CC(C)N4C(=O)C3CC3)CC2)CC1 (stereo not drawn)	-0.4	-1.3	-16.6	1.7	-2.0	1.7	3.1	-1.4
O=C(COC(=O)/C=C/c1cccc(Br)c1)NC1CCCCC1	2.4	-3.8	1.1	-8.7	6.0	1.0	1.2	0.8
O=C(NCC1CCCO1)c1ccc2c(=O)n(CCc3ccccc3)c(=O)[nH]c2c1 (stereo not drawn)	3.9	-0.1	·	-5.5	-2.9	-8.8	·	-0.1
O=C(N/N=C/c1cccc2ccccc12)c1cccnc1	0.3	-5.9	2.6	17.8	·	-0.9	-6.8	0.3
COc1cc(N)c(Cl)cc1C(=O)OCC(=O)NCC1CCCO1 (stereo not drawn)	0.8	-4.4	3.0	0.0	·	·	0.0	1.2
CN(C)S(=O)(=O)c1ccc(N2CCCC2)c(C(=O)Nc2nc3c(ccc4ccccc43)s2)c1	3.3	3.6	6.5	6.0	0.6	0.4	·	12.3
Oc1c(Br)cc(Br)cc1CNc1nccs1	2.2	-6.2	4.3	-5.8	8.2	3.1	-4.6	3.0

Taken from the listing for reference:
SMILES	Cneo AK release	PglD inh	GSIS activator	C2C12 statin	PGC1a acetyl inh	miR122 inh	F508del corr	FN deposition inh
CC1CCN(C(=O)C2CCN(S(=O)(=O)c3ccc4c(c3)CC(C)N4C(=O)C3CC3)CC2)CC1 (stereo not drawn)	-0.4	-1.3	-16.6	1.7	-2.0	1.7	3.1	-1.4
O=C(COC(=O)/C=C/c1cccc(Br)c1)NC1CCCCC1	2.4	-3.8	1.1	-8.7	6.0	1.0	1.2	0.8

(listing goes on)
SMILES	Cneo AK release	PglD inh	GSIS activator	C2C12 statin	PGC1a acetyl inh	miR122 inh	F508del corr	FN deposition inh
CC=Cc1ccc2n(c1=O)C[C@H]1[C@H](CO)[C@@H](C(=O)NCc3ccccn3)[C@@H]2N1CC1CC1 (mixture of isomers)	-2.2	2.6	-5.4	5.3	-18.5	-6.7[16.7 µM]	0.0	·
CN1C(=O)c2ccc(C(=O)Nc3cccnc3)cc2C1=O	-0.6	0.7	7.1	1.9	·	-3.8	0.1	3.3
Cc1ccc(S(=O)(=O)N(C)C[C@H]2Oc3ncc(C#CC4(O)CCCC4)cc3C(=O)N([C@H](C)CO)C[C@H]2C)cc1	0.1	0.8	-2.4	-19.8	-5.3	5.2[16.7 µM]	-1.0	-10.1
Cc1ccc(CNC(=O)CO/N=C/c2ccc3c(c2)OCO3)cc1	-0.5	1.7	1.0	-3.7	0.4	-15.2	-3.2	2.3
COc1ccc(CNC(=O)c2sc(=O)n(Cc3ccc(-c4ccccc4)cc3)c2C)cc1OC	0.4	-0.1	0.1	9.9	·	·	3.4	-3.4
O=C(c1cc(C2CC2)on1)N1CCN(c2ccccc2)CC1	0.2	4.4	-0.9	-16.5	1.4	-4.4	1.7	1.1

Structures listed so far with two or more sulfur atoms, in the order listed:
SMILES	Cneo AK release	PglD inh	GSIS activator	C2C12 statin	PGC1a acetyl inh	miR122 inh	F508del corr	FN deposition inh
NS(=O)(=O)c1cccc(NC(=S)NCc2ccc3c(c2)OCO3)c1	-0.4	-1.4	7.7	-2.4	-1.1	-4.8	-2.5	-13.6
Cc1cc(C)nc(NS(=O)(=O)c2ccc(Br)s2)c1	1.4	·	9.5	19.3	15.6	-26.0	4.4	8.8
CSc1ccc(Cn2c(C)c(C(=O)NCc3cccc(C)c3)sc2=O)cc1	-0.9	-4.5	-14.0	19.4	·	·	-1.9	4.8
Cc1sc2nc(SCC(=O)NCCOCCO)n(C)c(=O)c2c1C	0.6	2.1	·	12.5	-11.1	1.7	·	7.3
CN(C)S(=O)(=O)c1ccc(N2CCCC2)c(C(=O)Nc2nc3c(ccc4ccccc43)s2)c1	3.3	3.6	6.5	6.0	0.6	0.4	·	12.3

Screening data as filed in PubChem.
